# Shiga inhibitor – inhibitors of Shiga toxin in Vero cells | Vero cells, Shiga toxin protein synthesis inhibition reporter | inhibition, % at 38.7 µM | 290,000 compounds, 9.2% hits | AID 2315; in the data active means inhibition mostly above about 28%, no sharp cut-off; inactive means mostly below about 43%; further: 0% is about no effect
# FBPA Giardia inh – blocks Giardia fructose-bisphosphate aldolase activity; A8B2U2; purified Giardia FBPA; Potency, µM (doses to about 59.6 µM), without a hit: top-dose activity, negative = inhibition, usual class: inhibitors; 290,000 compounds, 0.71% hits; further: potency means the concentration at half of the fitted maximal effect; on the % scale 0 is the no-effect control and ±100 the full control effect; nearly all actives have a fitted effect of over 55% in size
# Target sequence (A8B2U2 whole entry, looked up): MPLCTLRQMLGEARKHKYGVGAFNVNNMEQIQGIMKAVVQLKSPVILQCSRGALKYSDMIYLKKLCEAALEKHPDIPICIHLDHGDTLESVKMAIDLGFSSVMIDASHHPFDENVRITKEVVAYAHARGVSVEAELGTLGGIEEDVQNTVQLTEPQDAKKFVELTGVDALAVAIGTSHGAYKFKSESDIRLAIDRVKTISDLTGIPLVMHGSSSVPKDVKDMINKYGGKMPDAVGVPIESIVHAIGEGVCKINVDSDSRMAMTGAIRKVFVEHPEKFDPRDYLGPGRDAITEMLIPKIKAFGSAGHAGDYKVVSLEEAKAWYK
#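 Giardia FBPA (40 nM reagent) was preincubated 10 min at RT with compound (up to 57.5 uM final), then substrate plus GAPDH/TPI/NAD/arsenate coupling system with diaphorase/resazurin was added; resorufin fluorescence (525/598 nm) was read after 20 min.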
# Pf growth 96h – P. falciparum growth inhibition at 96 hours; 320,000 compounds, 6.9% hits; P. falciparum luciferase reporter growth, 96 h; Potency, µM (series often up to 28.7 µM), without a hit: at the highest dose activity change, negative = inhibition, hits mostly inhibitors; further: potency means the concentration at half of the fitted maximal effect; on the % scale 0 is the no-effect control and ±100 the full control effect
#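 Two parasite generations (96 h, 37 C, 5% CO2) of compound exposure in infected erythrocytes (0.05% parasitemia, 2% hematocrit). Luciferase-reporter P. falciparum; decreased luminescence indicates inhibited growth, aimed at apicoplast-acting delayed death.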
# CHX counter – counter-screen for Shiga toxin inhibitors: cycloheximide protein synthesis inhibition; cell reporter, cycloheximide protein synthesis inhibition counterscreen; max response, %; 300,000 compounds, 12% hits; AID 2314; in the data active means max response mostly above about 13%, no sharp cut-off; inactive means mostly below about 14%; further: read at 38.3 µM for the half of the compounds with a filed dose; 0% is about no effect
# Sm TGR inh – blocks Schistosoma mansoni thioredoxin glutathione reductase | AID 485364 | 360,000 compounds, 3% hits | Q962Y6 | Potency, µM (highest dose often 114 µM), for the others: at the top dose activity change, negative = inhibition, hits mostly inhibitors | purified TGR, DTNB reduction, TNB absorbance 405 nm; further: potency means the concentration at half of the fitted maximal effect; on the % scale 0 is the no-effect control and ±100 the full control effect; nearly all actives have a fitted effect of over 60% in size
#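 First, TGR (20 nM dispensed) and NADPH were mixed with compound. Second, a 15 min room-temperature incubation followed. Third, further NADPH and then DTNB were added to start the reaction. Finally, TNB absorbance was monitored kinetically.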
# Pf growth 48h – P. falciparum growth inhibition at 48 hours (one generation); P. falciparum luciferase growth in erythrocytes, 48 h; Potency, µM (highest dose often 28.7 µM), without a hit: at the highest dose activity change, negative = inhibition, usual class: inhibitors; 310,000 compounds, 5.9% hits; AID 504832; further: potency means the concentration at half of the fitted maximal effect; on the % scale 0 is the no-effect control and ±100 the full control effect
#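 Compounds are pin-transferred into medium, infected erythrocytes (2% hematocrit, 0.1% parasitemia final) are added, and plates sit one parasite generation at 37 C in 5% CO2. Detection reagent is then added and luminescence measured.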
# The depositor's hits bear a star; ? = inconclusive; · = not tested or not shown; & = joins results of further samples; [ ] = dose if it differs, or a comment. Unless noted, the call rests on the fitted dose curve; in most records, active means well fitted curve in the direction sought with a large enough effect; inconclusive means small, poorly fitted or top-dose-only effect, or another doubt; inactive means no such curve, though single readings can be large; an effect the other way counts as inactive or inconclusive. Rows were taken by chance; any-hit rate near 24%.
SMILES,Shiga inhibitor,FBPA Giardia inh,Pf growth 96h,CHX counter,Sm TGR inh,Pf growth 48h
O=C(NCCc1c[nH]c2ccccc12)C(=O)NCC(c1ccco1)N1CCN(c2ccc(F)cc2)CC1 (stereo unspecified),-12,1%,67%[activator],1,-11%,13%
Cc1ccc(NC2CCCN(C(=O)CCC(=O)c3ccccc3)C2)cc1C (stereo unspecified),19,-15%,0%,9,-14%,?
COc1ccc([N+](=O)[O-])cc1NC(=O)CCCOc1ccccc1,15,0%,39%[activator],-3,0%,-21%
Cc1ccccc1NS(=O)(=O)c1cc2c(cc1C)N(C)CCO2,11,-3%,55%[activator],0,-12%,-4%
Cc1c(C(=O)O)oc2ccc(S(=O)(=O)N3CCCCC3C(=O)O)cc12 (stereo unspecified),-6,10%,40%[activator],-3,0%,·
COc1ccc(Cl)cc1NC(=O)CSc1nc(N2CCOCC2)nc(N2CCOCC2)n1,-3,·,?,-2,6%,?
CC(=O)Nc1ccc(NC(=O)CCC(=O)OCC(=O)c2ccc(F)cc2)cc1,-14,·,-15%,-11,-2%,8%
COCCOC(=O)c1c(C)nc(SCC(=O)Nc2cccc3ccccc23)c(C#N)c1-c1ccco1,37,1%,·,0,-3%,?
S=C(Nc1ccccc1)Nc1ccc(Cl)cn1,57,2%,27%,25*,10%,39%[activator]
O=[N+]([O-])c1cccc(-c2nc(-c3cccs3)c(-c3cccs3)[nH]2)c1,-6,-7%,?,-2,9%,?

# Complete entries as entered above. Order of screens: Shiga inhibitor, FBPA Giardia inh, Pf growth 96h, CHX counter, Sm TGR inh, Pf growth 48h
# `CC(=O)Nc1ccc(NC(=O)CCC(=O)OCC(=O)c2ccc(F)cc2)cc1` is listed as -14, ·, -15%, -11, -2%, 8%
# `COCCOC(=O)c1c(C)nc(SCC(=O)Nc2cccc3ccccc23)c(C#N)c1-c1ccco1` is listed as 37, 1%, ·, 0, -3%, ?
# `O=C(NCCc1c[nH]c2ccccc12)C(=O)NCC(c1ccco1)N1CCN(c2ccc(F)cc2)CC1` (stereo unspecified) is listed as -12, 1%, 67%[activator], 1, -11%, 13%
# `COc1ccc(Cl)cc1NC(=O)CSc1nc(N2CCOCC2)nc(N2CCOCC2)n1` is listed as -3, ·, ?, -2, 6%, ?
# `S=C(Nc1ccccc1)Nc1ccc(Cl)cn1` is listed as 57, 2%, 27%, 25*, 10%, 39%[activator]

# An excerpt from above in order of length of the SMILES, high to low.
SMILES,Shiga inhibitor,FBPA Giardia inh,Pf growth 96h,CHX counter,Sm TGR inh,Pf growth 48h
Cc1c(C(=O)O)oc2ccc(S(=O)(=O)N3CCCCC3C(=O)O)cc12 (stereo unspecified),-6,10%,40%[activator],-3,0%,·
Cc1ccc(NC2CCCN(C(=O)CCC(=O)c3ccccc3)C2)cc1C (stereo unspecified),19,-15%,0%,9,-14%,?
COc1ccc([N+](=O)[O-])cc1NC(=O)CCCOc1ccccc1,15,0%,39%[activator],-3,0%,-21%

# The list goes on.
SMILES,Shiga inhibitor,FBPA Giardia inh,Pf growth 96h,CHX counter,Sm TGR inh,Pf growth 48h
FC(F)(F)c1cccc(Nc2ncnc3ccccc23)c1,-15,-7%,3%,19,-10%,?
CC(C)C1/C(=N/O)CC(c2ccccc2)NC1c1ccccc1 (stereo unspecified),22,-5%,9.3µM*,-2,14%,13µM*
CN(c1ccccc1)S(=O)(=O)c1cccc(NC(=O)CCNC(=O)c2ccccc2)c1,·,·,?,·,-17%,9.3µM*
CCc1c(C)nc2cc(-c3ccc(OC)c(OC)c3)nn2c1NCC1CC1,26,-15%,?,24,6%,·
COC(=O)c1ccc(C(=O)N2CCCC(Nc3ccc(F)c(F)c3)C2)cc1 (stereo unspecified),-7,4%,1%,-3,-10%,13%
Cc1cc(C)c(NC(=O)CN(C2CCCCC2)C2CCCCC2)c(C)c1,-26,0%,·,-6,-4%,?
CCCCC(CC)CN1C(=O)/C(=C/c2ccncc2)SC1=S (stereo unspecified),-9,8%,?,7,9%,?
COc1ccc(S(=O)(=O)Nc2c(NC3CCCCC3)c3ccccc3oc2=O)cc1,-3,·,?,2,-11%,1%
O=C(c1ccoc1)N1CCC2(CC1)Oc1ccc(Cl)cc1C(=O)C21CC(c2ccc(Cl)cc2)=NO1 (stereo unspecified),-5,-3%,?,-3,?,?
COc1ccc(C(O)P(=O)(OC(C)C)OC(C)C)cc1OC (stereo unspecified),-3,-3%,67%[activator],-3,20%,-10%
Cc1ccc(-c2nc3cnccn3c2Nc2ccccc2)o1,12,-8%,-19%,15,?,·
COc1ccc(-c2cn3c(C)c(C(=O)Nc4ccncc4)sc3n2)cc1,45,-22%,?,30,-23%,·
COc1ccc(-n2c(SCC(N)=O)nnc2-c2ccccc2F)cc1,-7,5%,-10%,-5,0%,-11%
Cc1cc(OCc2cc(C(=O)N(C)Cc3nonc3C)no2)cc(C)c1Cl,-2,-3%,?,11,0%,-4%
CCn1nc(-c2ccccc2)c2nc3ccccc3nc21,-8,2%,220%[activator],-5,5%,28%
COc1cc(/C=C/C(=O)O)cc(S(=O)(=O)Nc2ccc3nc(C)sc3c2)c1OC,-4,-21%,-2%,7,1%,31%[activator]
COc1ccc(-c2ccc(S(=O)(=O)n3nc(OC(=O)c4cccs4)cc3N)cc2)cc1,-16,5%,29%,2,12%,8%
Cc1ccc(OCCC(=O)OC(C)C(=O)NC2CC2)cc1 (stereo unspecified),·,·,-5%,·,-1%,?
Cn1c(SCC(=O)N2CCCCCC2)nc2c([nH]c3ccccc32)c1=O,-19,2%,27%,-4,-33%,-20%
COc1ccc(C2(c3ccc(OC)cc3)NC(=O)N(CC(=O)NC3(C#N)CCCCC3)C2=O)cc1,·,·,?,·,5%,?
CS(=O)(=O)N1CCc2ccc(NC(=O)C3CCCO3)cc2C1 (stereo unspecified),-11,·,?,10,-30%,15%
O=C(NCCO)C1CCN(C(=O)c2ccc(-c3ccccc3)cc2)CC1,-10,6%,20%,-3,0%,7%
CC(C)(C)NC(=O)C1CC(=O)OC12CCCCC2 (stereo unspecified),30,3%,54%[activator],-3,-24%,5%
COc1ccc(S(=O)(=O)N2CCC(C(=O)N3CCCC3)CC2)cc1,-17,2%,?,-1,20%[11.4 µM],·
CN(Cc1cccs1)C(=O)c1ccc(S(=O)(=O)NCc2ccco2)cc1,26,0%,?,27*,?,-2%
CCn1c(SCc2ccccc2)nc2cc(S(N)(=O)=O)ccc21,-10,-6%,-1%,-3,-9%,40%[activator]
Cc1ccc(/C(O)=C/C(=O)C(=O)NC23CC4CC(CC(C4)C2)C3)cc1,1,-27%,0%,-3,3%,4%
O=C(CCc1ccccc1)OCC(=O)c1cccc([N+](=O)[O-])c1,29,-1%,13%,2,-1%,50%[activator]
CCOC(=O)CC1C(=O)NCCN1C(=O)c1c(Cl)cccc1Cl (stereo unspecified),-5,3%,25%,-2,-7%,·
Nc1ccc(SCCN2C(=O)c3ccccc3C2=O)cc1,85*,-1%,25%,31*,5%,42%[activator]
CCOCC(=O)Nc1c(C(=O)Nc2ccc(OC)cc2OC)oc2ccccc12,0,3%,·,1,4%,-4%
CC(C)c1ccc(NC(=O)Cn2ncc3ccccc32)cc1,74*,3%,?,29*,12%,88%[activator]
Cc1ccc(CN2CC(C(=O)Nc3ccccc3N3CCCC3)CC2=O)cc1 (stereo unspecified),·,·,-20%,·,6%,?
CC(C)c1ccc(NC(=O)CN2C(=O)NC(C)(C3CC3)C2=O)cc1 (stereo unspecified),·,·,0%,·,0%,56%[activator]
CCCSc1ncccc1C(=O)O,-5,0%,16%,1,-1%,2%
O=C(CSc1nnc(-c2cccs2)n1-c1ccccc1)Nc1ccccc1,21,2%,-22%,-5,-10%,?
Cc1ccc(CSCC(=O)Nc2ccccc2F)cc1,68*,2%,29%,25*,-3%,-4%[5.75 µM]
O=C(Cn1c2c(sc1=O)C1c3ccccc3OCC1CS2)Nc1ccc(Cl)c(Cl)c1 (stereo unspecified),9,-7%,-23%,11,-30%,1%
Cc1cc(N2CCOCC2)nc(C(C)C)n1,58,1%,?,1,-2%,·
CCC(=O)Nc1cc(C)c(OC)c(C)c1,-10,-1%,?,-1,-1%,6%

# Only Pf growth 48h (four entries from above):
structure,Pf growth 48h
CCCSc1ncccc1C(=O)O,2%
O=C(CSc1nnc(-c2cccs2)n1-c1ccccc1)Nc1ccccc1,?
Cc1ccc(CSCC(=O)Nc2ccccc2F)cc1,-4%[5.75 µM]
O=C(Cn1c2c(sc1=O)C1c3ccccc3OCC1CS2)Nc1ccc(Cl)c(Cl)c1 (stereo unspecified),1%

# Other entries follow:
SMILES,Shiga inhibitor,FBPA Giardia inh,Pf growth 96h,CHX counter,Sm TGR inh,Pf growth 48h
O=C(NCCc1ccco1)C(=O)NCCC1CCCCN1S(=O)(=O)c1ccccc1 (stereo unspecified),·,·,?,·,-29%,-21%
O=C(NCc1ccc(Cl)s1)C1CCC(=O)N(CCc2cccc(F)c2)C1 (stereo unspecified),-7,2%,0%,1,4%,15%
Cc1cccc(NC(=O)CNC(=O)CSc2nc(N)cc(N)n2)c1C,·,·,7%,·,-16%,33%[activator]
CCOC(=O)CCSc1nc(C)c2cc(C)c(C)cc2n1,44*,2%,-28%,30*,-14%,6%
CN(CC(=O)Nc1ccc(Cl)c(C(F)(F)F)c1)C(=O)C1CCC1,·,·,?,·,0%,?
Cc1ccc(-c2c3c(nc4sc(C(N)=O)c(N)c24)CCCC3)o1,-3,-19%,-11%,-4,-30%,-7%
CCCCNS(=O)(=O)c1ccc(NC(=O)C(Sc2ccccc2)c2ccccc2)cc1 (stereo unspecified),-1,5%,?,6,9%,10µM*
CCOc1cc(/C=N/NS(=O)(=O)c2ccccc2)ccc1OS(=O)(=O)c1ccc(C)cc1,-5,6%,?,-2,-2%,·
CCCCOC(=O)C(C#N)c1nc2ccccc2nc1N1CCN(Cc2ccc3c(c2)OCO3)CC1 (stereo unspecified),-4,-5%,-9%,-4,-1%,7%
O=C(O)c1ccccc1SCc1cn2cc(Br)ccc2n1,12,-8%,0%,1,·,42%[activator]
COc1cc(CC(=O)Nc2cc(S(C)(=O)=O)ccc2Cl)cc(OC)c1OC,8,-1%,-13%,-3,-4%,25%
COc1cc(OC)cc(C(=O)NC2CC(C)(C)NC(C)(C)C2)c1,-7,-8%,6%,4,7%,?
COc1ccc(NS(=O)(=O)c2ccc(N3CCOCC3)c(N)c2)cc1,·,·,1%,·,?,-2%
COc1cccc(NC(=O)[C@H](CC(C)C)NC(=O)N2CCn3c2nc2ccccc23)c1,-6,9%,5.9µM*,-8,-2%,?
c1cnc(-c2noc(CN3CCN(C4C5CC6CC(C5)CC4C6)CC3)n2)cn1 (stereo unspecified),-5,-1%,-3%,-4,0%,7%
COc1c(C)cc(Br)cc1C(=O)Nc1ccc(S(N)(=O)=O)cc1,21,9%,57%[activator],9,7%,8%
COc1ccc(N2CCN(CC(=O)Nc3c(C)cc(C)cc3C)CC2)cc1,-19,-6%,40%[activator],-5,8%,-8%
CC1Oc2ccccc2N(CC(=O)c2ccccc2)C1=O (stereo unspecified),27,-12%,?,23*,-19%,-35%
Cc1ccc(Nc2c(-c3cccnc3)nc3ccc(Br)cn23)cc1,-23,0%,?,3,-3%&4%,?
